Screening results as filed in PubChem BioAssay.
OXTR potentiator = human OXTR potentiators, primary screen, fluorescence, CHO-OTR cells, Fluo-8 calcium; Oxytocin receptor (Homo sapiens), P30559; Fluo-8 calcium fluorescence, potentiator mode; 0% = oxytocin EC15, 100% = EC100; activation, % at 3 µM; 320,000 tested, 0.061% active;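 active = activation above that plate's cutoff, the mean activation of tested compounds plus 3 SD, cut at about 6.6% in these data, passing the limit was not always enough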;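 also: 100% uses oxytocin at 75 nM as the full agonist control; some results filed as inactive read as strong as hits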
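Assay system: CHO cell line stably expressing human OTR. Reagent: EC15 oxytocin agonist. Dosing: single dose, 3.0 µM nominal final compound concentration. Timing: compound 6 min at room temperature before oxytocin, 100 s read. Signal: kinetic Fluo-8 calcium fluorescence. Controls: oxytocin EC15 low and EC100 high.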
GPR7 antag = GPR7 receptor antagonists, primary screen, cell-based, fluorescence, single concentration; 290,000 tested, 1.1% active; AID 1861, 2009; inhibition, % at 4.4 µM; GPR7-expressing cells, fluorescence antagonist assay; Neuropeptides B/W receptor type 1 (Homo sapiens), P48145; in the data active = inhibition above about 16%, passing the limit was not always enough;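 also: cells stimulated with the agonist NPW; 0% = agonist with vehicle and 100% = vehicle without agonist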
Target sequence (P48145 whole entry, looked up): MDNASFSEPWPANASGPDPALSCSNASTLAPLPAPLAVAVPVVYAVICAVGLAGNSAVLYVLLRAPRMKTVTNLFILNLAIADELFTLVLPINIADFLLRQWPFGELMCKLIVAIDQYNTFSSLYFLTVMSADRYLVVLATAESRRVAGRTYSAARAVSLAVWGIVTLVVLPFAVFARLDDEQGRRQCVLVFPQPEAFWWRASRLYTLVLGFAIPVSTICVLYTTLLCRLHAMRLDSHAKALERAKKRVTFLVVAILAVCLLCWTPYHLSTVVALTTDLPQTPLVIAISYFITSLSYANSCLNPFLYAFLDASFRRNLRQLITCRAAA
PfM18AAP inh = PfM18AAP inhibitors, malaria aminopeptidase, primary screen, biochemical, QFRET, recombinant enzyme. M18 aspartyl aminopeptidase (Plasmodium falciparum 3D7). H-Glu-NHMec fluorogenic cleavage. inhibition, % at 7.35 µM. 290,000 tested, 1.2% active;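 active = inhibition above the campaign mean inhibition over all tested compounds plus 3 SD, cut at about 28% in these data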;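 also: 0% = plate median of test compound wells and 100% = 2 mM ZnCl2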
OXTR agonist = human OXTR agonists, primary screen, fluorescence, CHO-OTR cells, Fluo-8 calcium | activation, % at 3 µM | 320,000 tested, 0.32% active | Oxytocin receptor (Homo sapiens), P30559 | Fluo-8 calcium fluorescence; normalized: DMSO 0%, oxytocin 100%;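 active = activation above the mean of all tested compounds plus 3 SD, cutoff set per screening run, cut at about 20% in these data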;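 also: peak over basal fluorescence ratio from a 100 s FLIPR kinetic read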
NALP1 yeast inh = NALP1 inflammasome inhibitors in reconstituted yeast, colorimetric, S. cerevisiae, triplicate retest; S. cerevisiae NALP1/ASC/caspase-1 growth, X-gal OD620, 72 h; inhibition, % at 10 µM; 280,000 tested, 0.61% active; AID 2071, 2009; in the data active = inhibition mostly above about 24%, no sharp cut-off; inactive = mostly below about 32%; also: some compounds called inactive have numbers as strong as hits
V1R ag counter = agonists of human V1a receptor, primary screen, counter-screen for OXTR agonist project, fluorescence, CHO-V1R cells. Fluo-8 calcium fluorescence, agonist mode; 0% DMSO, 100% 3 nM vasopressin. activation, % at 3 µM. 320,000 tested, 0.25% active;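 active = activation above the mean activation of all tested compounds plus 3 SD, per screening run, cut at about 20% in these data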;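 also: signal is peak over basal fluorescence ratio across a 100 second FLIPR read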
Target sequence (P37288 whole entry, looked up): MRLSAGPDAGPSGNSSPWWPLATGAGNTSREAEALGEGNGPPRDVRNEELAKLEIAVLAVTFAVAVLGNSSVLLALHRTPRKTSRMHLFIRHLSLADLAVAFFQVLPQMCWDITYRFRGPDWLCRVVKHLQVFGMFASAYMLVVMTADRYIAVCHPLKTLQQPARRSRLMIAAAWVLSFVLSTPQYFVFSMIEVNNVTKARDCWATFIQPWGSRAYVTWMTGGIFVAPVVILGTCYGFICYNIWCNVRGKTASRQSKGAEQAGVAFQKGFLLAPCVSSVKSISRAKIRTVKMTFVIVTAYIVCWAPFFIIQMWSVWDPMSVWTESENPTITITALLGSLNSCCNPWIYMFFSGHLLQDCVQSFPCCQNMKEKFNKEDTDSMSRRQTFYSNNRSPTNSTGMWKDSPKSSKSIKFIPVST
GalR3 antag = GalR3 antagonists in HEK293 cells, primary screen, cell-based, fluorescence readout; Galanin receptor type 3 (Homo sapiens), O60755; HEK293 GalR3-CNG cAMP membrane potential fluorescence; galR3 body fused to GalR1 C-terminus; inhibition, % at 3 µM; 360,000 tested, 0.44% active;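 active = inhibition above the screen-wide average plus 3 SD, cut at about 13% in these data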;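 also: forskolin and galanin both at EC90 stimulate the cells; cAMP rise reported by CNG channel membrane potential dye signal; 0% = forskolin plus galanin with DMSO and 100% = forskolin alone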
Target sequence (O60755 1-299 limits assumed): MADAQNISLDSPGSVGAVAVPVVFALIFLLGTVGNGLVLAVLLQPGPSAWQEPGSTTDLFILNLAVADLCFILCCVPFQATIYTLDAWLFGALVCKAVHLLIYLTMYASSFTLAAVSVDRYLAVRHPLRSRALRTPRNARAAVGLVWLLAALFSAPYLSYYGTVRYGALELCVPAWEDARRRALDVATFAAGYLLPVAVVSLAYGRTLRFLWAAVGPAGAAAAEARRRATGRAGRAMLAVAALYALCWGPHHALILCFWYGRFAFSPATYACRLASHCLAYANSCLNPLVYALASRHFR
MEKK2 mut-MEK5 = MEK5 binding signal on mutant MEKK2 PB1, primary screen, biochemical, multiplex bead flow cytometry, Alexa488-MEK5; Alexa488-MEK5 binding to MEKK2 mutant; percent response, % at 10 µM; 290,000 tested, 0.35% active; AID 1530, 2009; in the data active = percent response above about 24%, passing the limit was not always enough; also: inactives centre near 1; some results filed as inactive read as strong as hits
MEKK2wt PB1 HTS = modulators of MEK5 binding to wildtype MEKK2, primary screen, biochemical, multiplex bead flow cytometry, Alexa488-MEK5. binding response (% of control), % at 10 µM. Mitogen-activated protein kinase kinase kinase 2 (Homo sapiens), Q9Y2U5. Alexa488-MEK5 binding to MEKK2 WT; actives lie on both sides. 290,000 tested, 1.1% active; in the data active = binding response below about 67% or above about 130%
The depositor's hits bear a star; nt = not tested or not shown.

SMILES | OXTR potentiator | GPR7 antag | PfM18AAP inh | OXTR agonist | NALP1 yeast inh | V1R ag counter | GalR3 antag | MEKK2 mut-MEK5 | MEKK2wt PB1 HTS
COc1ccc([C@@]2(O)c3c(ccc(CC=C(C)C)c3O)NC(=O)[C@@H]2OC)cc1 | -4 | nt | nt | -0.1 | -10 | 2.6 | -5 | 4 | 101
CS(=O)(=O)N(CC(=O)N1CCCC1)c1ccccc1F | -4 | -12 | 3 | 0.7 | 5 | 0.9 | -9 | 7 | 104
COc1ccc(S(=O)(=O)NCCc2cn3nc(C)c(C)nc3n2)cc1 | -4 | -3 | -1 | 0.4 | 1 | -1.1 | 0 | 0 | 98
Cc1ccc(S(=O)(=O)CCN2CCC(n3cccc3)CC2)cc1 | -7 | -7 | -5 | -2.0 | -6 | -0.4 | -4 | -6 | 95
Cc1cn(Cc2ccccc2)c(=O)[nH]c1=O | 0 | -5 | 10 | -0.7 | 12 | 0.4 | -5 | 2 | 94
Cn1c(N)c(C(=O)CN2CCc3ccccc3C2)c(=O)n(C)c1=O | -4 | -8 | 5 | 1.1 | 2 | -0.7 | -4 | -1 | 111
CCOc1ccccc1CN1CCNC(=O)C1CC(=O)NCc1nc(C)cs1 (stereo not drawn) | nt | -1 | 6 | nt | -12 | nt | 1 | 8 | 112
O=C1c2ccccc2C2=Nc3ccccc3SC(c3ccccc3F)C12 (stereo not drawn) | -18 | 0 | -5 | -2.5 | 0 | -0.9 | -2 | 1 | 108
Cc1csc(NC(C)c2nc3cc(Cl)c(N4CCCCC4)cc3n2CCOCCO)n1 (stereo not drawn) | -4 | nt | nt | 0.0 | nt | -0.3 | 1 | -2 | 96
COc1cccc2c(=O)n(CC(=O)N3CCCc4ccccc43)ccc12 | -1 | -8 | 2 | -1.0 | -9 | -0.4 | nt | 9 | 106
CC(C)Cc1nc(SCC(=O)N2CCOCC2)c2c(=O)n(C)c(=O)n(C)c2n1 | -1 | -12 | 4 | 0.7 | 1 | -0.2 | -1 | 7 | 102
CC(C)CNC(=S)NC(=O)c1ccc([N+](=O)[O-])cc1 | -10 | 4 | -5 | -2.7 | 6 | -1.9 | 1 | 1 | 98
O=C(OCCc1cc2ccccc2c(=O)o1)c1ccc(C(F)(F)F)cc1 | 2 | nt | nt | 0.8 | nt | -0.2 | 1 | nt | nt
O=C1CC(Nc2ccc(N3CCOCC3)cc2)C(=O)N1c1cccc(C(F)(F)F)c1 (stereo not drawn) | -5 | 7 | 10 | 1.7 | nt | 5.2 | nt | 7 | 105
CCCCCN(C(=O)CCC(=O)OCC(=O)N(C)C1CCCCC1)c1c(N)n(CCCC)c(=O)[nH]c1=O | 3 | nt | nt | -0.3 | nt | 0.9 | 0 | nt | nt
O=C(Nc1ccccc1Cl)Oc1ccc(-c2ccccc2)cc1 | -2 | 3 | -4 | -1.2 | 24 | -1.0 | -1 | 12 | 105
O=C(COc1ccc(Cl)cc1Cl)Nc1ccc(S(=O)(=O)NC2=NCCCCC2)cc1 | -12 | -5 | 6 | 2.6 | 27 | 4.5 | -6 | 14 | 93
CCOC(=O)C1=C(C)N=C2SC(C)C(=O)N2C1/C=C/c1ccccc1OC (stereo not drawn) | -5 | -7 | 11 | -1.3 | 20 | -0.3 | -2 | nt | nt
CC(C)N(Cc1c(O)ccc2c(=O)c(-c3ccc(Cl)cc3)coc12)C(C)C | -6 | -17 | -10 | -1.1 | 10 | -0.8 | -10 | 5 | 104
CC(=O)C1=C(c2ccccc2)NC(=O)NC1c1ccc(O)c(Cl)c1 (stereo not drawn) | nt | -6 | 6 | nt | 1 | nt | -2 | 5 | 102
COc1ccc(CN2C(=O)NC(C)(c3ccc(C)cc3)C2=O)cc1F (stereo not drawn) | -24 | 5 | -1 | -1.1 | -14 | 0.8 | -8 | -7 | 96
O=C(NCCCN1CCN(CCCNC(=O)c2ccc(F)cc2)CC1)c1ccc(F)cc1 | 0 | -13 | -7 | 0.4 | 34 | 0.2 | -4 | 6 | 111
N#Cc1c(NCCCO)nc(NCc2ccccc2)c2c1CCN(Cc1ccccc1)C2 | -16 | -6 | 2 | -0.6 | -1 | 0.0 | -3 | -12 | 100
Cc1cccc(C)c1NC(=O)c1c(C)nn(-c2ccccc2)c1Cl | -15 | 3 | 3 | -2.3 | 38 | -0.7 | -6 | -1 | 102
O=C(NC(=S)Nc1ccccc1N1CCOCC1)c1ccc([N+](=O)[O-])cc1 | -1 | -3 | -4 | 3.6 | 32 | 0.8 | -2 | -2 | 102

Exported with two lines to a compound: entries from further up
Results follow in this order: OXTR potentiator	GPR7 antag	PfM18AAP inh	OXTR agonist	NALP1 yeast inh	V1R ag counter	GalR3 antag	MEKK2 mut-MEK5	MEKK2wt PB1 HTS
- O=C1c2ccccc2C2=Nc3ccccc3SC(c3ccccc3F)C12 (stereo not drawn)
  -18	0	-5	-2.5	0	-0.9	-2	1	108
- CC(=O)C1=C(c2ccccc2)NC(=O)NC1c1ccc(O)c(Cl)c1 (stereo not drawn)
  nt	-6	6	nt	1	nt	-2	5	102

(more compounds)
SMILES | OXTR potentiator | GPR7 antag | PfM18AAP inh | OXTR agonist | NALP1 yeast inh | V1R ag counter | GalR3 antag | MEKK2 mut-MEK5 | MEKK2wt PB1 HTS
O=C(OCC(=O)N1CCN(C(=O)c2ccco2)CC1)c1cccc(O)c1 | -13 | 14 | 5 | 1.0 | 20 | 1.1 | -2 | 3 | 106
Nc1nonc1-n1nnc(C(=O)N/N=C/c2cccc(F)c2)c1CN1CCCC1 | -1 | nt | nt | -1.3 | nt | 0.0 | -3 | nt | nt
COc1ccc(-n2c(C)cc(C(=O)COC(=O)c3ccc(O)cc3O)c2C)cc1 | -10 | nt | nt | 5.2 | nt | 6.0 | -7 | nt | nt
COc1ccc(CCN(C(=O)c2ccco2)C(C(=O)NC2CCCC2)c2ccncc2)cc1OC (stereo not drawn) | 0 | 1 | 1 | -0.9 | -16 | -0.7 | -3 | -5 | 96
Cc1cccc(CNC(=O)C2CCCN(c3nn4c(=O)cc(C)nc4s3)C2)c1 (stereo not drawn) | 0 | -9 | 10 | -0.5 | 8 | 0.7 | nt | -4 | 98
CCCn1c(NC(=O)c2ccc([N+](=O)[O-])o2)nc2ccccc21 | -1 | nt | nt | -1.1 | nt | -0.7 | -4 | nt | nt
C[C@H](NC(=O)c1ccco1)C(=O)Nc1nnc(SCc2ccccc2)s1 | -11 | nt | nt | 2.5 | nt | 1.5 | -3 | nt | nt
COCCn1c(SCC(=O)NC2CCCCC2C)nnc1-c1ccncc1 (stereo not drawn) | -4 | -10 | 2 | -0.2 | -20 | 0.8 | -9 | 14 | 109
COc1ccccc1NS(=O)(=O)c1cc(C(=O)N2CCCCCCC2)ccc1C | -4 | nt | nt | -0.9 | nt | -1.3 | -6 | nt | nt
CCN(CC)C(=O)Oc1cc(COC)nc(-c2ccccc2)n1 | 4 | -11 | 3 | -1.9 | -21 | -0.1 | -2 | 3 | 104
Cc1cc(Cl)cc(Cl)c1OCC(=O)NCc1ccco1 | -14 | 5 | 4 | -1.3 | 24 | -0.5 | 2 | -2 | 93
O=C1CCCN1c1ccc(N2CCCC2=O)cc1 | -6 | -13 | -3 | 1.4 | -3 | 0.6 | -11 | 2 | 104
FC(F)Oc1ccc(-c2csc(Cc3nnc4n3CCCCC4)n2)cc1 | nt | 3 | -3 | nt | -73 | nt | 4 | 6 | 101
COCCN1CCN(c2c3c(nc4cc(-c5cccc(F)c5)nn24)CCC3)CC1 | -11 | -1 | 0 | -0.6 | 24 | 0.7 | -1 | 19 | 105
COc1cccc(CCNC(=O)c2ccc(OC)c(OC3CCN(C(C)C)CC3)c2)c1 | -5 | -8 | -2 | -0.6 | 27 | 0.3 | -2 | -4 | 99
Cn1cnnc1SCc1ccc(C(=O)N/N=C/c2cccs2)cc1 | -3 | -14 | 2 | 0.3 | 3 | 0.6 | -2 | -7 | 91
Cc1csc(NC(=O)C2C3C=CC(C3)C2C(=O)O)n1 (stereo not drawn) | -6 | -6 | -4 | 0.0 | 10 | 0.4 | -5 | -1 | 99
CCOc1ccc(OCCn2c(S(=O)(=O)O)nc3c(N)ncnc32)cc1 | nt | -2 | 1 | nt | 11 | nt | nt | 8 | 112
N/C(=N\OC(=O)c1cccs1)c1ccc(Cl)cc1 | -5 | -13 | 8 | -1.2 | nt | 0.0 | -7 | 7 | 109
CC1=Nc2ccccc2N=C(NC(=O)CSc2nnnn2-c2ccccc2)C1c1ccccc1 (stereo not drawn) | -19 | -4 | -1 | -1.0 | 9 | -0.1 | -1 | nt | nt
O=C(Cc1ccccc1)NC1CCN(S(=O)(=O)c2cccc(F)c2)CC1 | -17 | 1 | 0 | 0.3 | -20 | 0.8 | -1 | 4 | 118
O=C(COc1ccc2c3c(c(=O)oc2c1)CCC3)NC1CCCCC1 | 2 | -5 | 0 | 1.9 | -22 | 2.2 | -4 | -3 | 99
COc1ccc(S(=O)(=O)NC(C)CCc2ccccc2)cc1 (stereo not drawn) | -7 | -9 | -1 | -2.3 | 4 | -1.3 | -4 | -1 | 95
CC(NCC(=O)Nc1ccccc1C(=O)NC1CC1)c1ccccc1Cl (stereo not drawn) | -11 | nt | nt | -1.2 | nt | 1.6 | -1 | nt | nt
Cc1ccc(C)c(NC(=S)NC(NC(=O)Cc2cccc3ccccc23)C(Cl)(Cl)Cl)c1 (stereo not drawn) | -7 | -5 | -9 | 0.2 | 6 | 0.1 | 0 | 4 | 102
SMILES | OXTR potentiator | GPR7 antag | PfM18AAP inh | OXTR agonist | NALP1 yeast inh | V1R ag counter | GalR3 antag | MEKK2 mut-MEK5 | MEKK2wt PB1 HTS
CN(C)c1ccnc(-n2cccc2/C=N/OCc2ccc(F)cc2Cl)c1C#N | -3 | 3 | -9 | 0.2 | 0 | 0.5 | 0 | -4 | 95
Cc1cccc(/N=C/c2c(O)ccc3oc4c(c23)CCCC4)n1 | 8 | -9 | 9 | -1.4 | 36 | 1.3 | nt | 0 | 103
O=C(Cc1ccc(Cl)cc1)NC1CCCN(Cc2ccccc2F)C1 (stereo not drawn) | -2 | -2 | 6 | 0.3 | 5 | 0.5 | -3 | 8 | 105
CCOc1ccc(S(=O)(=O)NCc2csc(C)n2)cc1 | 2 | -8 | -7 | 2.7 | 6 | 2.6 | 5 | 7 | 107
CC1CCCCC12NC(=O)N(CC(=O)NC(=O)Nc1ccc3c(c1)OCCO3)C2=O (stereo not drawn) | -1 | 4 | 2 | 0.1 | 18 | 1.4 | 2 | 8 | 104
CCS(=O)(=O)NCC(c1cccnc1)N1CCN(c2ccccc2)CC1 (stereo not drawn) | -4 | 7 | 3 | 0.1 | 30 | 0.2 | nt | -2 | 99
COC(=O)C1=C(N)Oc2cc(C)n(CC3CCCO3)c(=O)c2C1c1ccccc1OC (stereo not drawn) | -6 | -9 | -3 | -0.6 | 7 | 5.6 | -4 | 19 | 110
O=[N+]([O-])c1ccc(N/N=C2\CC3CC=CC23)c([N+](=O)[O-])c1 (stereo not drawn) | -22 | -10 | -5 | 5.6 | -2 | 5.1 | -2 | -1 | 98
